Screens deposited in PubChem BioAssay by NCI.
yeast mec2-1 – NCI yeast anticancer drug screen, S. cerevisiae mec2-1 strain. hit rate 9% among 79,000. % growth inhibition at 50 µM;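 also: 0% = growth of vehicle-only cultures of the same strain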
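Growth inhibition is read against vehicle-treated controls after compound exposure of the mec2-1 yeast strain, which is defective in DNA damage repair or cell cycle control.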
bub3 – NCI yeast anticancer drug screen, S. cerevisiae bub3 mutant strain | % growth inhibition at 50 µM | hit rate 9.9% among 78,000 | AID 167;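 also: 0% = growth of vehicle-only cultures of the same strain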
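Steps: expose the mutant yeast strain to compound; grow alongside vehicle-treated cultures; measure growth; express inhibition against the vehicle cultures.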
sgs1 mgt1 – NCI yeast anticancer drug screen, S. cerevisiae sgs1 mgt1 strain | growth inhibition, % at 50 µM | hit rate 10% among 78,000;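 also: 0% = growth of vehicle-only cultures of the same strain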
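Genetically altered yeast, compound exposure, growth inhibition relative to vehicle.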
cln2 rad14 – NCI yeast anticancer drug screen, S. cerevisiae cln2 rad14 strain. growth inhibition, % at 50 µM. hit rate 8.3% among 78,000. AID 165;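 also: 0% = growth of vehicle-only cultures of the same strain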
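cln2 rad14 yeast strain; compound exposure; growth inhibition read vs vehicle controls.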
mlh1 rad18 – NCI yeast anticancer drug screen, S. cerevisiae mlh1 rad18 strain; % growth inhibition at 50 µM; hit rate 11% among 79,000; AID 175;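 also: 0% = growth of vehicle-only cultures of the same strain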
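Read-out is yeast growth inhibition, calculated against vehicle-only controls. The compound was applied to a strain engineered with DNA damage repair alterations.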
rad50 – NCI yeast anticancer drug screen, S. cerevisiae rad50 strain; growth inhibition, % at 50 µM; hit rate 10% among 79,000;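 also: 0% = growth of vehicle-only cultures of the same strain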
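Relative growth inhibition (compound vs vehicle) was measured in yeast with a defined repair-gene alteration.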
The depositor's hits bear a star; nt = no result given; & = joins results of further samples; ! = not confirmed by another sample. Rule as the data show it: active = growth inhibition above about 70%; inactive = the rest. This is a random part of the collection; 13% or so of the library scored in one or more.

1	O=C(O)CN(CC(=O)O)Cc1cc(C2(c3ccc(O)c(CN(CC(=O)O)CC(=O)O)c3)OC(=O)c3ccccc32)ccc1O
2	CCOC(CN=C=S)OCC
3	COc1ccc(C(=O)C(CN(C)C)CN(C)C)cc1
4	CN(C)CCn1c2ccccc2c2nc3cc4ccccc4cc3nc21
5	Cc1cccc(N=C2NC(=O)C(CC(=O)Nc3ccc(C)cc3C)S2)c1 (stereo not given)
6	CNC(=N)c1ccc(NC(=N)c2ccc(NC(=O)c3ccc(C(=O)Nc4ccc(C(=N)Nc5ccc(C(=N)NC)cc5)cc4)cc3)cc2)cc1
7	CN(C)/N=C(\CBr)c1ccc([N+](=O)[O-])cc1
8	c1ccc2c(OCCOc3cccc4ccccc34)cccc2c1
9	c1ccc(C2COCC2c2ccccc2)cc1 (stereo not given)
10	CCN(CC)CCn1ccc(=O)c2cc3c(=O)ccn(CCN(CC)CC)c3c(C)c21

Screen / compound no.	1	2	3	4	5	6	7	8	9	10
yeast mec2-1	-16	-4	76*	87*	-38	51	5	-9	16	-19
bub3	21	-3	75*!	88*	-16	47	-3	-15	-3	-24
sgs1 mgt1	15	17	62&33	88*	-10	54	7	12	23	18
cln2 rad14	2	9	31&22	84*	5	12	11	-25	-28	-18
mlh1 rad18	3	5	64&8	71*	-23	88*	5	-1	5	-13
rad50	3	4	45&36	89*	-24	70*	-2	-5	3	-8

11	COc1cc(Br)c(CC(NC=O)c2ccc(OC)c(OC)c2OC)cc1OC (stereo not given)
12	CC1COB(c2ccccc2)OCC(C)N1CNC(=O)C1=C(O)C2(O)C(O)=C3C(=O)C4C(O)=CC=CC4C(C)(O)C3CC2C(N(C)C)C1=O (stereo not given)
13	OC(c1ccccc1)C1(N2CCCCC2)CCCCC1 (stereo not given)
14	Cc1cc(C(C)(C)CC(C)(C)C)cc(O)c1O
15	O=C(O)CCCc1nc2c(n1-c1ccccc1)C(=O)c1ccccc1C2=O
16	COc1cc(C2=N/C(=C\c3cc(Cl)cc(Cl)c3O)C(=O)O2)cc(OC)c1OC
17	CCCCSC(N)=O
18	CCCCCCCCCCCC(=O)NN
19	CC(Oc1ccc([N+](=O)[O-])cc1)c1ccccc1 (stereo not given)
20	CCCC(=O)Nc1ccccc1OC

Screen / compound no.	11	12	13	14	15	16	17	18	19	20
yeast mec2-1	0	33	-4	92*	24	-24	0	98*	-1	13
bub3	-2	-7	-12	nt	41	-3	17	95*	-23	24
sgs1 mgt1	-7	35	-6	nt	28	3	-15	98*	-4	9
cln2 rad14	-8	-17	-3	nt	46	-13	11	97*	-37	12
mlh1 rad18	24	39	-14	92*	18	-3	11	98*	1	-1
rad50	0	-9	-13	92*	34	-34	-2	97*	-22	13

21	COc1cc2c(cc1OC)C(C#N)(C(c1ccccc1)c1ccccc1)N(C(=O)c1ccccc1)C=C2 (stereo not given)
22	CC(=O)OCC1OC(n2cc(F)c(=O)[nH]c2=O)C(OC(C)=O)C1OC(C)=O (stereo not given)
23	CC(C)CCCC(C)C1CCC2C3C=CC4=CCCCC4(C)C3CCC12C (stereo not given)
24	CCCCCC(CN(C)C)C(=O)CC(SCC)c1ccc(Cl)c(Cl)c1 (stereo not given)
25	COC1OC2COc3ccccc3OC2C2C1N2C(N)=S (stereo not given)
26	COc1cccc2c1C(=O)OC2c1cccc2ccccc12 (stereo not given)
27	Clc1cccc(Cl)c1C(Nc1nncs1)Nc1nncs1
28	CC(=O)Nc1cc(C(C)=O)ccc1O
29	CC1(C)N=C(N)N=C(N)N1CCCOc1ccc(N)cc1
30	CCN1C(=O)/C(=C/C=C/N(C)c2ccccc2)SC1=S

Screen / compound no.	21	22	23	24	25	26	27	28	29	30
yeast mec2-1	3	3	95*	100*	22	-7	80*	0	-5	-13
bub3	-1	-16	91*	99*	19	4	53	-14	-4	21
sgs1 mgt1	1	-13	8	100*	17	7	88*	-4	12	3
cln2 rad14	-1	43	93*	100*	2	28	73*	-33	5	9
mlh1 rad18	31	-26	98*	99*	13	16	97*	7	1	8
rad50	17	29	98*	99*	3	10	93*	1	33	1

31	CC(C)NC(=O)OCc1c(COC(=O)NC(C)C)c(Sc2ccccc2)n2c1CCC2
32	CCCC(NC(=O)OCc1ccccc1)C(=O)NC(CO)C(=O)O (stereo not given)
33	CCC(C(=O)O)C1=CCCCC1 (stereo not given)
34	CC(=O)CC(=O)N1CCc2ccccc21
35	Cc1cc2c(cc1Cl)Sc1nnc(C)n1S2(=O)=O
36	Cc1ccc(/C=c2\cc3oc(=O)c4cccc(c4-3)c2=O)cc1
37	CCOC(c1ccccc1)(c1ccccc1)c1ccccc1
38	Clc1ccc(N=Nc2ccc(Cl)cc2)cc1
39	NC(=O)c1nnn(Cc2ccccc2)c1N
40	CCC(=O)NC(C)c1ccccc1 (stereo not given)

Screen / compound no.	31	32	33	34	35	36	37	38	39	40
yeast mec2-1	-17	4	-14	-15	71*	18	-27	7	-2&6	46
bub3	9	8	-14	-20	84*	44	nt	2	-5&7	7
sgs1 mgt1	2	9	16	4	62	59	nt	28	-5&-3	8
cln2 rad14	-28	27	16	3	49	24	nt	18	-2&-5	-15
mlh1 rad18	16	8	4	1	76*	19	6	14	3&10	2
rad50	7	25	16	4	75*	-5	10	-3	31&6	-5

Quoted at random: 3 entries already listed, in no set order.
40	CCC(=O)NC(C)c1ccccc1 (stereo not given)
34	CC(=O)CC(=O)N1CCc2ccccc21
35	Cc1cc2c(cc1Cl)Sc1nnc(C)n1S2(=O)=O

Screen / compound no.	40	34	35
yeast mec2-1	46	-15	71*
bub3	7	-20	84*
sgs1 mgt1	8	4	62
cln2 rad14	-15	3	49
mlh1 rad18	2	1	76*
rad50	-5	4	75*

Carrying on.
41	CCCCN1C=CCN(CCCC)C1
42	Cc1ccc(S(=O)(=O)OCCNc2ccc([N+](=O)[O-])cc2[N+](=O)[O-])cc1
43	O=C1/C(=C/c2ccccc2)CN(C(=O)Oc2ccccc2)C/C1=C\c1ccccc1
44	Cc1cc(C)c(N)c(C(=O)O)c1
45	CC(/C=N\NC(=S)SCc1ccccc1)=N/N=C(N)N
46	Cc1cc(=O)n2c(cc3cccccc32)n1
47	O=C(CN1CCOCC1)Nc1nc(-c2ccc(Cl)cc2)cs1
48	c1ccc2c(c1)OCC(CN1CCN(CC3COc4ccccc4O3)CC1)O2 (stereo not given)
49	CC1CC(C)C2=NOS3=C2C1=NO3 (stereo not given)
50	FC12CCC(F)(CC1)CC2

Screen / compound no.	41	42	43	44	45	46	47	48	49	50
yeast mec2-1	0	7	-15	-35	50	-1	54	67	17	20
bub3	-2	3	-7	-47	53	-23	78*	68	28	8
sgs1 mgt1	-5	6	-13	-40	57	-13	86*	78*	36	-8
cln2 rad14	-6	12	10	-16	-4	-23	62	84*	21	-14
mlh1 rad18	1	8	-14	-16	65	5	85*	81*	23	-3
rad50	0	2	-21	-46	52	15	80*	77*	43	-8

Just sgs1 mgt1 and bub3, for some of the entries so far:
# | SMILES | sgs1 mgt1 | bub3
43 | O=C1/C(=C/c2ccccc2)CN(C(=O)Oc2ccccc2)C/C1=C\c1ccccc1 | -13 | -7
44 | Cc1cc(C)c(N)c(C(=O)O)c1 | -40 | -47
45 | CC(/C=N\NC(=S)SCc1ccccc1)=N/N=C(N)N | 57 | 53
46 | Cc1cc(=O)n2c(cc3cccccc32)n1 | -13 | -23
47 | O=C(CN1CCOCC1)Nc1nc(-c2ccc(Cl)cc2)cs1 | 86* | 78*
48 | c1ccc2c(c1)OCC(CN1CCN(CC3COc4ccccc4O3)CC1)O2 (stereo not given) | 78* | 68
49 | CC1CC(C)C2=NOS3=C2C1=NO3 (stereo not given) | 36 | 28

(list continues)
51	NCC1(N2CCOCC2)C2CCCC21CNc1ccccc1 (stereo not given)
52	C1CCC(OCc2nnn3c2CCC3)OC1 (stereo not given)
53	C/C=C(/C)C(CCC)(C(=O)OCC)C(=O)OCC
54	C=CCNC(=O)C1C2C=CC(C2)C1C(=O)NCC=C (stereo not given)
55	Cc1ccc(C(C)C)c(OCC2=NCCN2C)c1
56	Cc1cccc(Cc2ccccc2Cl)c1O
57	O=C1c2ccccc2C(=O)N1/N=C/c1cc(Br)ccc1O
58	CN(C)[C@@H]1C(=O)C(C(=O)NCNc2cccc(C(=O)O)c2C(=O)O)=C(O)[C@@]2(O)C(=O)C3=C(O)c4c(O)cccc4[C@@](C)(O)[C@H]3C[C@@H]12
59	O=C(NC1=C(Cl)C(=O)c2ccccc2C1=O)C(=O)C(C(=O)c1ccc2ccccc2c1)C1OC(=O)c2ccccc21 (stereo not given)
60	NC(=O)C(=O)NNC(=O)Nc1ccc(Cl)cc1

Screen / compound no.	51	52	53	54	55	56	57	58	59	60
yeast mec2-1	-46	6	12	-5	-3	38	-4	6	64	12
bub3	-35	-18	11	-8	-16	90*	nt	-1	85*	2
sgs1 mgt1	-16	7	1	-22	3	89*	nt	22	88*	8
cln2 rad14	-5	-26	-54	-5	0	99*	nt	-17	88*	-13
mlh1 rad18	-21	21	10	25	-10	46	10	31	89*	21
rad50	-37	1	-6	5	-7	83*	22	3	90*	17

61	N/N=C1/C(=N/O)CCc2nonc21
62	CN(C)C=Nc1c2ccccc2nc2ccccc12
63	C[C@@H](O)[C@H]1CC[C@H]2[C@@H]3CCC4=C/C(=N/O)CC[C@]4(C)[C@H]3CC[C@]12C
64	Cc1cc(C)[nH]c(=S)n1.[Pt]
65	CCCCCCCCCCCCCCCCCCCCCCCCCC(=O)O
66	COc1cc(C(=O)N2CCCCCCC2)cc(OC)c1OC
67	COc1ccc(N2C(=O)CC(c3cc(OC)c(OC)c(OC)c3)CC2=O)cc1

Screen / compound no.	61	62	63	64	65	66	67
yeast mec2-1	6	57	22	35	-20	38	-20
bub3	-7	75*	81*	22	24	29	8
sgs1 mgt1	4	69	36	12	32	11	10
cln2 rad14	-8	56	0	81*	4	-20	3
mlh1 rad18	-27	76*	36	0	5	-6	-3
rad50	6	71*	7	9	30	-14	-4
